# Assay outcomes deposited in PubChem BioAssay by several laboratories.
# HCV NS3 hel inh – inhibitors of HCV NS3 helicase, primary screen, biochemical, Cy5 molecular beacon fluorescence | Hepatitis C virus NS3 helicase | NS3 helicase DNA unwinding | inhibition, % at 10.9 µM | 290,000 tested, 0.56% active | AID 1800, 2009;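 active = inhibition above the mean of all tested compounds plus 3 SD, set per campaign, cut at about 35% in these data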;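 also: 0% = DMSO wells and 100% = thioflavine S control wells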
#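 System: HCV NS3 helicase fragment; control set: DMSO and thioflavine S; technique: Cy5 fluorescence at 0 and 60 min, beacon hairpin quenching; reagent: beacon DNA duplex substrate plus ATP; replicates: singlicate; schedule: 1 h reaction at 25 °C, ATP-initiated; medium: MOPS buffer pH 6.5 with MgCl2, DTT, Tween20, BSA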
# MEKK2 mut-MEK5 – MEK5 binding signal on mutant MEKK2 PB1, primary screen, biochemical, multiplex bead flow cytometry, Alexa488-MEK5; Alexa488-MEK5 binding to MEKK2 mutant; percent response, % at 10 µM; 290,000 tested, 0.35% active; in the data active = percent response above about 24%, passing the limit was not always enough; also: inactives centre near 1; some results filed as inactive read as strong as hits
# NALP1 inh – NALP1 inflammasome inhibitors in reconstituted yeast, colorimetric, S. cerevisiae, triplicate retest | S. cerevisiae NALP1/ASC/caspase-1 growth, X-gal OD620, 72 h | inhibition, % at 10 µM | 280,000 tested, 0.61% active; in the data active = inhibition mostly above about 24%, no sharp cut-off; inactive = mostly below about 32%; also: some compounds called inactive have numbers as strong as hits
# DNA FID counter – compounds displacing fluorescent DNA intercalator, primary screen, artefact control for HCV NS3 helicase inhibitor project, biochemical, FID fluorescence | DNA fluorescent intercalator displacement | inhibition, % at 7.9 µM | 290,000 tested, 0.17% active; in the data active = inhibition above about 37%;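 also: 0% = vehicle and 100% = reference compound; higher means more ethidium bromide displaced from hairpin DNA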
# MEKK2wt PB1 HTS – modulators of MEK5 binding to wildtype MEKK2, primary screen, biochemical, multiplex bead flow cytometry, Alexa488-MEK5; binding response (% of control), % at 10 µM; Mitogen-activated protein kinase kinase kinase 2 (Homo sapiens), Q9Y2U5; 290,000 tested, 1.1% active; Alexa488-MEK5 binding to MEKK2 WT; actives lie on both sides; in the data active = binding response below about 67% or above about 130%
# IMP-1 inhibitor – IMP-1 metallo-beta-lactamase inhibitors, primary screen, biochemical, epi-absorbance readout, Pseudomonas aeruginosa enzyme; purified IMP-1, nitrocefin hydrolysis, epi-absorbance fluorescence; inhibition, % at 5.6 µM; 290,000 tested, 0.45% active; AID 1556, 2009;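 active = inhibition above the mean plus 3 SD of all compounds in the same screening run, cut at about 4.5% in these data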;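 also: 0% = IMP-1 with DMSO and 100% = DMSO wells lacking enzyme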
#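 Assay system: purified recombinant IMP-1 beta-lactamase. Input: IMP-1 0.2 nM before substrate addition. Buffer or medium: Zinc- and detergent-supplemented HEPES buffer, pH 7.1. Schedule: 25 °C, 15 min preincubation, 25 min reaction. Signal: Epi-absorbance fluorescence, 480 nm excitation, 530 nm emission. Evaluation: percent inhibition from optical density relative to buffer-blank wells.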
# SUMO HTRF inh – inhibitors of in vitro SUMOylation cascade, primary screen, biochemical, HTRF, uHTS | SUMO-conjugating enzyme UBC9 (Homo sapiens), P63279 | HTRF SUMOylation assay, SAE1/SAE2 + UBC9 | inhibition, % at 35 µM | 290,000 tested, 0.36% active | AID 2006, 2009; in the data active = inhibition above about 50%, passing the limit was not always enough; also: strong numbers were not always called active
# Target sequence (P63279 whole entry, looked up): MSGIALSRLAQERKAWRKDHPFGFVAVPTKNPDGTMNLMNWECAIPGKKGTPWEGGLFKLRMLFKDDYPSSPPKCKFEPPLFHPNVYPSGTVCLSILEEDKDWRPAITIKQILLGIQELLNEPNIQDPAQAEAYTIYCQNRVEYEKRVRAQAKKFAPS
# PfM18AAP inh – PfM18AAP inhibitors, malaria aminopeptidase, primary screen, biochemical, QFRET, recombinant enzyme; 290,000 tested, 1.2% active; AID 1822, 2009; H-Glu-NHMec fluorogenic cleavage; M18 aspartyl aminopeptidase (Plasmodium falciparum 3D7); inhibition, % at 7.35 µM;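 active = inhibition above the campaign mean inhibition over all tested compounds plus 3 SD, cut at about 28% in these data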;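 also: 0% = plate median of test compound wells and 100% = 2 mM ZnCl2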
# VIM-2 inhibitor – VIM-2 metallo-beta-lactamase inhibitors, primary screen, biochemical, epi-absorbance readout, Pseudomonas aeruginosa enzyme; purified VIM-2, nitrocefin hydrolysis, epi-absorbance fluorescence; inhibition, % at 5.6 µM; 290,000 tested, 0.89% active; AID 1527, 2009;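 active = inhibition above the mean of all tested compounds plus 3 SD, cutoff set per screening run, cut at about 7.5% in these data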;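 also: red hydrolysis product quenches plate fluorescence so inhibitors raise well fluorescence; 0% = enzyme with DMSO and 100% = DMSO without enzyme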
# Numbers without * were called inactive; / = no result given.
SMILES,HCV NS3 hel inh,MEKK2 mut-MEK5,NALP1 inh,DNA FID counter,MEKK2wt PB1 HTS,IMP-1 inhibitor,SUMO HTRF inh,PfM18AAP inh,VIM-2 inhibitor
CC1(CCc2ccccc2)NC(=S)N(c2ccc(Cl)cc2)N1 (stereo not drawn),0,-5,19,-4,87,-3.5,3,3,-6.6
O=C(COC(=O)c1ccc(F)cc1)Nc1cc(S(=O)(=O)N2CCOCC2)ccc1N1CCCC1,-2,-2,18,-20,103,-5.4,12,4,-1.4
COc1ccc(CNC(=O)Cc2ccc(-c3ccccc3)cc2)cc1OC,-9,3,7,-36,95,-4.2,-12,-6,-2.5
CCC1SC2=NC(C)=C(C(=O)OC)C(c3ccc(C(=O)OC)cc3)N2C1=O (stereo not drawn),-10,2,-14,-20,109,-1.2,-4,-6,-1.7
COc1ccc(/C=C/C(=O)NCc2c(C)nn(C)c2C)cc1COc1ccc(Br)cc1,-41,2,9,-24,96,0.0,7,1,-1.3
CC(=O)NC(CCS(C)(=O)=O)C(=O)Nc1nc(C)cs1 (stereo not drawn),-3,-2,3,2,105,-3.7,18,0,-3.5
CCN(CC)c1ncnc2c1[nH]c1ccccc12,-2,5,9,3,103,-3.3,18,-5,1.9
COc1ccc(CN2CC(C(=O)NCCc3ccc(C)cc3)CC2=O)cc1 (stereo not drawn),-5,6,10,-16,101,-1.1,14,3,-1.1
CCOc1cc(CNCc2cccs2)ccc1OCC(=O)NC(C)(C)C,-7,5,-8,6,104,-0.5,15,1,-1.2
O=C(Nc1ccc(N2C(=O)C3C4C=CC(C4)C3C2=O)cc1)Nc1cccnc1 (stereo not drawn),-10,4,-8,-4,98,-0.6,56*,-3,2.1
O=C(CSc1n[nH]c(=O)n1C1CC1)c1ccc(F)cc1,-10,2,0,-2,99,-1.9,5,-2,-1.4
O=C(O)c1ccccc1C(=O)c1ccc(Br)s1,6,-1,14,-1,95,-2.7,17,2,0.0
COc1ccc2nc(NC(=O)CC3Oc4ccccc4NC3=O)sc2c1 (stereo not drawn),4,2,/,-7,96,-4.2,31,2,-2.9
O=S(=O)(N/N=C\c1c(F)cccc1Cl)c1ccc(Cl)cc1,-3,8,1,5,104,-0.8,14,11,-3.0
c1ccc(CN2OCC3Cn4c(nc5ccccc54)C32)cc1 (stereo not drawn),/,7,-9,/,90,/,15,/,/
CCn1ncc(/C=N\NC(=O)COc2cc(C)cc(C)c2)c1C,-5,-2,27,-21,98,-3.2,12,-10,0.9
O=C(O)CSc1nnc(CNc2ccc(F)cc2)n1-c1ccccc1,-20,3,/,-18,103,-3.4,-10,8,-2.2
Cc1cccc(/C(N)=N/OC(=O)c2ccc3c(c2)OCO3)c1,12,0,70,-9,104,-2.8,6,-4,-0.6
COc1cc(CNCCC2CCOC(C)(C)C2)ccc1O (stereo not drawn),0,7,-8,4,105,-3.5,10,8,-2.4
O=C(CN1C(=O)NC(Cc2c[nH]c3ccccc23)C1=O)NC1CC1 (stereo not drawn),-11,13,/,0,111,-1.6,6,-4,-1.3
CCCNC(=O)C1CCN(S(=O)(=O)c2c(C)noc2/C=C\c2ccc(OC)cc2)CC1,-5,11,8,-5,113,-1.6,14,-2,-1.3
CC(=O)N1c2ccc(S(=O)(=O)NCCC(=O)NC3CCC(C)CC3)cc2CC1C (stereo not drawn),-3,5,28,-31,103,-2.3,14,0,0.6
Fc1cc(F)c(C2SCCN2C(=S)Nc2cccc(C(F)(F)F)c2)c(F)c1 (stereo not drawn),-6,10,37*,-3,120,-3.5,-6,-7,-2.0
O=C(NCc1cccnc1)c1cccc(OC2CCN(Cc3ccc(CO)o3)CC2)c1,22,5,27,-7,109,1.0,5,-6,3.0
CC1(C)Oc2nc3ccccc3n2/C1=C\C#N,-8,5,31,-6,91,-3.5,17,-5,1.4
Cc1ccc(/C=C(\C#N)c2nn(-c3ccccc3)c(N)c2C#N)cc1,-12,0,19,-10,106,0.0,5,-2,-1.2
Cc1cccc(CCNC(=O)CCCOc2cc(=O)n(C)c3ccccc23)c1,-1,-16,-1,-34,59,-0.6,19,-3,3.0
O=C(NCC1COc2ccccc2O1)c1ccc(Br)s1 (stereo not drawn),1,2,2,-4,100,-2.8,-5,3,-2.0
COc1ccc(S(=O)(=O)N2N=C(C)Oc3ccccc3C2=O)cc1,7,-4,1,-9,96,-2.6,2,-3,-1.5
O=C(c1ccccc1)N1CCn2c(nc3ccccc32)C1,1,3,-1,-1,98,-1.8,19,-14,-1.7
CCOc1ccc(-n2c(SCC(=O)Nc3ccc(OC)cc3OC)nc3c(c2=O)SCC3)cc1,1,-1,8,-5,98,-2.9,21,-1,-3.3
COc1cc(/C=N/N=C(\N)c2nonc2N)ccc1O,8,-5,4,-1,97,-3.5,13,11,-4.0
Cc1ccc(-c2nnn(CC(=O)N(Cc3ccco3)C(C(=O)NC(C)(C)C)c3cccs3)n2)o1 (stereo not drawn),30,-5,7,-38,101,-1.7,20,-15,-4.5
CCCSc1nc(C)cc(C)c1S(C)(=O)=O,14,-5,27,-1,95,-2.2,12,-10,-1.5
Cn1c(CNc2nc(-c3ccccc3)cs2)nnc1SCC(=O)N1CCc2ccccc21,-14,-2,10,-22,98,1.4,-15,2,-3.2
CCCn1c(SCC(=O)Nc2ccccc2C(=O)OC)nc2c1c(=O)n(C)c(=O)n2C,-2,4,15,0,104,-1.7,13,0,-2.2
O=C(COc1cccc2ccccc12)Nc1cc(S(=O)(=O)N2CCOCC2)ccc1N1CCOCC1,-2,/,-8,-4,/,-2.6,-12,4,-0.6
CSc1ccc(CN(C)CC(=O)NC(C)c2ccccc2)cc1 (stereo not drawn),-21,-12,-4,11,66,-1.7,-20,10,1.2
CCOCCCn1c(=NC(=O)c2cccs2)c(C#N)cc2c(=O)n3ccccc3nc21,29,-11,14,10,91,0.8,27,-2,3.0
Cc1csc(NC(=O)C2CCCCN2S(=O)(=O)c2ccccc2)n1 (stereo not drawn),-3,/,0,-14,/,-0.5,7,-6,-1.3
COc1ccc(S(=O)(=O)/C(C#N)=C/Nc2ccccc2F)cc1,-3,1,26,-15,100,-3.0,-2,6,-4.9
O=C(COc1ccccc1-c1ccccc1)Nc1ccc(S(=O)(=O)NCc2ccco2)cc1,-2,-12,7,-6,77,-2.9,9,7,-5.6
CCOC(=O)Nc1cc(C)c(Cl)cc1OC,7,-1,18,0,94,-5.4,-2,-7,-2.1
CCCCCC(=O)OC(CN1CCCCC1)CN1CCCC1=O (stereo not drawn),-6,7,16,0,104,-7.9,-6,3,-1.3
CCOc1ccc(N(C)S(=O)(=O)c2ccc(-c3cc(C)no3)s2)cc1,-23,0,6,-18,98,-2.4,-9,3,-2.5
CC1=CCC2C(=O)N(c3ccccc3OC(=O)c3ccccc3F)C(=O)C2C1 (stereo not drawn),-1,-2,1,-14,100,-3.2,-2,-7,-1.4
NC(=O)C1CC(=O)N(c2ccc(OCc3ccccc3Cl)cc2)C1 (stereo not drawn),8,-27,-2,-18,87,-0.5,-8,-12,0.0
CN(C)Cc1c(O)ccc2oc(Cc3ccccc3)cc12,-17,3,41,10,116,-0.5,2,7,-1.5
Cc1ccc(S(=O)(=O)NCC(=O)NCC(=O)OC(C(=O)NC(N)=O)C(C)C)cc1C (stereo not drawn),2,0,/,-11,106,-1.8,16,2,-1.4
Cc1ccc(-c2nc(CS(=O)CC(=O)NCc3ccco3)c(C)o2)cc1 (stereo not drawn),11,-3,18,-41,102,-1.8,8,-2,0.2
Cc1cc(/C=N\NC(=O)CC(=O)NC2CCCCC2)c(C)n1-c1cccc(Cl)c1Cl,-6,-1,22,-21,101,-0.6,2,7,-1.2
O=C(Cc1ccc([N+](=O)[O-])cc1)Nc1cc(C(F)(F)F)cc(C(F)(F)F)c1,-1,-22,20,8,87,-1.2,5,-19,1.1
COc1ccc(/C=N/c2sc3c(c2C#N)CCN(Cc2ccccc2)C3)c(O)c1,1,-2,3,-3,96,-1.8,13,1,-1.3
Cn1c(=O)c2c(SCC(=O)N3CCOCC3)nc(CC(C)(C)C)nc2n(C)c1=O,7,13,1,-6,108,-3.0,-1,-5,0.5
COc1ccc(C(=O)NCCCNC(=O)c2cnccn2)cc1Br,-5,-4,9,-8,98,-0.3,8,-4,0.2
C1CCC(C23CC4CC(CC(C4)C2)C3)NC1 (stereo not drawn),7,7,-10,3,100,-5.6,-7,1,-1.7
Cc1cc(=O)n2c(c1C#N)SC1CCCCC12O (stereo not drawn),55*,-1,6,0,99,1.8,2,10,-1.1
Cc1ccc(C(=O)NC2CCCCNC2=O)cc1C (stereo not drawn),-9,11,17,-3,108,-0.9,3,-4,-1.9
Cc1ccnc(NC(=O)CNC(=O)c2ccccc2Br)c1,4,8,9,-2,107,-2.3,15,4,-4.2
COc1cc(-c2nnc(SCC#CCO)o2)cc(OC)c1OC,3,-1,23,-10,101,-1.6,18,2,-0.4

# Three compounds from above, sorted by the number in MEKK2 mut-MEK5, smallest number first.
SMILES	MEKK2 mut-MEK5
CC1=CCC2C(=O)N(c3ccccc3OC(=O)c3ccccc3F)C(=O)C2C1 (stereo not drawn)	-2
Cc1cc(=O)n2c(c1C#N)SC1CCCCC12O (stereo not drawn)	-1
Cn1c(=O)c2c(SCC(=O)N3CCOCC3)nc(CC(C)(C)C)nc2n(C)c1=O	13

# Next section:
SMILES,HCV NS3 hel inh,MEKK2 mut-MEK5,NALP1 inh,DNA FID counter,MEKK2wt PB1 HTS,IMP-1 inhibitor,SUMO HTRF inh,PfM18AAP inh,VIM-2 inhibitor
Cc1ccccc1N(CC(=O)N1CCCC1)S(=O)(=O)c1ccc(Cl)cc1,6,4,14,-39,101,-2.5,-3,-2,-1.7
O=C(N/N=C1\CC2CC=CC12)c1ccc(COc2ccccc2)cc1 (stereo not drawn),-4,0,16,2,101,-2.3,-3,7,-3.2
Cc1cccc(NC(=O)c2cc3ccccc3oc2=O)c1,-1,4,11,1,106,-1.7,13,0,0.2
COCCn1nnnc1C(c1ccc2ncccc2c1)N1CCN(c2ccccc2F)CC1 (stereo not drawn),1,1,-4,-24,99,-2.1,14,-4,-3.3
N#C/C(=C/N1CCOCC1)c1ccccc1,4,2,16,0,101,-0.3,22,5,-0.1
